PhoP GFP inhibition – Inhibition of PhoP regulon, Salmonella typhi GFP reporter cells, confirmation, 4 h (AID 1850) | Salmonella Typhi PhoP-promoter GFP reporter, fluorescence, 4 h; higher % means a stronger effect | inhibition, % at 50 µM, or IC50 in µM where a hit was titrated | hit rate 0.33% among 310,000; in the data active = a potency from the dose series; inconclusive = inhibition mostly from about 25% at the one dose, without a potency; inactive = the rest, 99 in 100 with inhibition below about 19%;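 note: 0% = induced wells with vehicle and 100% = uninduced wells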
inhibitors of VEEV – inhibitors of VEEV TC-83 cytopathic effect, confirmation, Vero cells (AID 588727) | hit rate 0.13% among 350,000 | Vero cells, VEEV TC-83 cytopathic effect inhibition; higher % means a stronger effect | inhibition, % at 20 µM, or IC50 in µM where a hit was titrated; in the data active = a potency from the dose series; inconclusive = inhibition mostly from about 14% at the one dose, without a potency; inactive = the rest, 99 in 100 with inhibition below about 12%; note: strong numbers were not always called active
M. tuberculosis HTS – M. tuberculosis growth inhibition, HTS (AID 449762) | M. tuberculosis H37Rv growth inhibition, 7H9 media; higher % means a stronger effect | inhibition, % at 25 µM, or IC50 in µM where a hit was titrated | hit rate 0.59% among 330,000; in the data active = a potency from the dose series; inconclusive = inhibition above about 70% without an active follow-up result;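 note: bacterial growth assessed after seven days of incubation; strong numbers were not always called active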
tuberculosis growth – growth inhibition of non-replicating M. tuberculosis (AID 488890). Mycobacterium tuberculosis non-replicating, growth inhibition; higher % means a stronger effect. inhibition, % at 25 µM; hits with a dose series show IC50 in µM. hit rate 0.39% among 320,000; in the data active = a potency from the dose series; inconclusive = inhibition mostly from about 82% at the one dose, without a potency; inactive = the rest, 99 in 100 with inhibition below about 76%;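 note: plate controls were DMSO cells for no effect and high antibiotic wells for full effect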
influenza NS1A – H1N1 influenza NS1A inhibitors, functional cell based assay (AID 504329); NS1A functional cell-based assay, percent inhibition; higher % means a stronger effect; inhibition, % at 12.5 µM; hits with a dose series show IC50 in µM; hit rate 0.3% among 340,000; in the data active = a potency from the dose series; inconclusive = inhibition above about 27% without an active follow-up result; note: strong numbers were not always called active
inhibitors of VEEV 10K pilot screen – second read-out of inhibitors of VEEV, no call of its own (marks repeat the call); inhibition, %; measured here: 10K pilot screen inhibition
* = called active by the depositor.

What do the screens show for `COc1ccccc1/C=C/C(C)=O`?
PhoP GFP inhibition: -2%; inhibitors of VEEV: 0.0%; M. tuberculosis HTS: -1%; tuberculosis growth: -8%; influenza NS1A: -7%

How did O=C1c2ccccc2NC(c2cccc(O)c2)N1c1ccccc1 (stereo unspecified) do in these assays?
PhoP GFP inhibition: -8%; inhibitors of VEEV: inactive; M. tuberculosis HTS: -9%; tuberculosis growth: -15%; influenza NS1A: -1%

What do the screens show for `Cc1cc2oc(=O)cc(CN3CCOCC3)c2cc1C(C)C`?
PhoP GFP inhibition: 6%; inhibitors of VEEV: 0.1%; M. tuberculosis HTS: 12%; tuberculosis growth: -2%; influenza NS1A: -6%

Results for COc1cccc(C(C(=O)NC2CCCCC2)N(Cc2ccco2)C(=O)c2ccccn2)c1 (stereo unspecified) ?
PhoP GFP inhibition: 3%; inhibitors of VEEV: 1.1%; M. tuberculosis HTS: -1%; tuberculosis growth: 20%; influenza NS1A: 6%

How did CCO[C@H]1OC(C(=O)N2CCN(Cc3ccc4c(c3)OCO4)CC2)=C[C@@H](C2CC2)[C@@H]1CCCO do in these assays?
PhoP GFP inhibition: -37%; inhibitors of VEEV: 0.2%; M. tuberculosis HTS: -4%; tuberculosis growth: 6%; influenza NS1A: -4%; inhibitors of VEEV 10K pilot screen: 0.6

Results for COCCn1c(C)cc(C(=O)CSc2nncn2-c2ccccc2)c1C ?
PhoP GFP inhibition: 3%; inhibitors of VEEV: 1.2%; M. tuberculosis HTS: -11%; tuberculosis growth: 10%; influenza NS1A: -6%

Results for CCN(CC)S(=O)(=O)c1ccc(NC(=O)Cn2cnc3ccccc3c2=O)cc1 ?
PhoP GFP inhibition: -12%; inhibitors of VEEV: 1.2%; M. tuberculosis HTS: -12%; tuberculosis growth: 8%; influenza NS1A: 1%

What do the screens show for `CCc1nnc(NC(=O)c2cc(-c3ccccc3)nn2-c2ccccc2)s1`?
PhoP GFP inhibition: 5%; inhibitors of VEEV: 0.2%; M. tuberculosis HTS: inconclusive; tuberculosis growth: 53%; influenza NS1A: -5%

How did CN(C(=O)COc1coc(CN2CCN(c3ccccc3)CC2)cc1=O)c1ccccc1 do in these assays?
PhoP GFP inhibition: 0%; inhibitors of VEEV: 0.2%; M. tuberculosis HTS: 3%; tuberculosis growth: 21%; influenza NS1A: -13%

How did Cc1ccc(NS(=O)(=O)c2ccc(C(=O)N3CC(C)OC(C)C3)cc2)cc1 (stereo unspecified) do in these assays?
PhoP GFP inhibition: -4%; inhibitors of VEEV: 0.7%; M. tuberculosis HTS: -10%; tuberculosis growth: -9%; influenza NS1A: -7%

How did Cc1nc(-c2ccc(NC(=O)c3ccc(Br)o3)cc2)cs1 do in these assays?
PhoP GFP inhibition: -5%; inhibitors of VEEV: 1.7%; M. tuberculosis HTS: 64%; tuberculosis growth: inconclusive; influenza NS1A: 2%

What do the screens show for `Cc1ccc(NS(=O)(=O)N2CCOCC2)c(C)c1`?
PhoP GFP inhibition: -7%; inhibitors of VEEV: 1.5%; M. tuberculosis HTS: 0%; tuberculosis growth: -5%; influenza NS1A: -7%

What do the screens show for `Cc1ccc(OCC(=O)NNC(=O)C2CCN(c3ncccn3)CC2)cc1`?
PhoP GFP inhibition: -8%; inhibitors of VEEV: 1.6%; M. tuberculosis HTS: -9%; tuberculosis growth: -9%; influenza NS1A: 0%

Results for CCc1nnc(NC(=O)CCC(=O)NC2CC2)s1 ?
PhoP GFP inhibition: 4%; inhibitors of VEEV: 2.1%; M. tuberculosis HTS: 5%; tuberculosis growth: 6%; influenza NS1A: 2%

Results for Cc1cccnc1NC(=O)c1cccc(S(=O)(=O)N2CCN(c3ccc(F)cc3)CC2)c1 ?
PhoP GFP inhibition: 0%; inhibitors of VEEV: 1.4%; M. tuberculosis HTS: -2%; tuberculosis growth: 23%; influenza NS1A: -3%

Reprinted from the part before: four entries; new compounds follow.
What do the screens show for `Cc1ccc(NS(=O)(=O)N2CCOCC2)c(C)c1`?
PhoP GFP inhibition: -7%; inhibitors of VEEV: 1.5%; M. tuberculosis HTS: 0%; tuberculosis growth: -5%; influenza NS1A: -7%

What do the screens show for `Cc1ccc(OCC(=O)NNC(=O)C2CCN(c3ncccn3)CC2)cc1`?
PhoP GFP inhibition: -8%; inhibitors of VEEV: 1.6%; M. tuberculosis HTS: -9%; tuberculosis growth: -9%; influenza NS1A: 0%

Results for CCc1nnc(NC(=O)CCC(=O)NC2CC2)s1 ?
PhoP GFP inhibition: 4%; inhibitors of VEEV: 2.1%; M. tuberculosis HTS: 5%; tuberculosis growth: 6%; influenza NS1A: 2%

Results for Cc1cccnc1NC(=O)c1cccc(S(=O)(=O)N2CCN(c3ccc(F)cc3)CC2)c1 ?
PhoP GFP inhibition: 0%; inhibitors of VEEV: 1.4%; M. tuberculosis HTS: -2%; tuberculosis growth: 23%; influenza NS1A: -3%

How did CCc1cc2c(=O)n3c(nc2s1)-c1[nH]c2ccc(OC)cc2c1CC3 do in these assays?
PhoP GFP inhibition: -5%; inhibitors of VEEV: inactive; M. tuberculosis HTS: 8%; tuberculosis growth: -7%; influenza NS1A: 3%

Results for O=C(Cc1ccc(NC(=O)C2CCN(C(=O)CCc3ccccc3)CC2)cc1)Nc1ccc(C(=O)N2CCOCC2)cc1 ?
inhibitors of VEEV: 0.2%; influenza NS1A: -5%

Results for Cc1noc(/C=C/c2ccco2)c1S(=O)(=O)N1CCC(C(=O)NC(C)c2ccccc2)CC1 (stereo unspecified) ?
PhoP GFP inhibition: -5%; inhibitors of VEEV: 8.3%; M. tuberculosis HTS: -9%; tuberculosis growth: 35%; influenza NS1A: 28%; inhibitors of VEEV 10K pilot screen: 1.4

How did O=C(CNC1CCCCC1)Nc1cccc([N+](=O)[O-])c1 do in these assays?
PhoP GFP inhibition: 0%; inhibitors of VEEV: inactive; M. tuberculosis HTS: inconclusive; tuberculosis growth: -3%; influenza NS1A: -3%

What do the screens show for `CCOC(=O)c1c(NC(=O)COc2ncnc3sccc23)sc2c1CCC2`?
PhoP GFP inhibition: -19%; inhibitors of VEEV: inactive; M. tuberculosis HTS: -4%; tuberculosis growth: -19%; influenza NS1A: -8%

How did Cc1cc2nnc(SCC(=O)NCc3cccs3)n2c(N)n1 do in these assays?
PhoP GFP inhibition: -1%; inhibitors of VEEV: 3.8%; M. tuberculosis HTS: -6%; tuberculosis growth: 19%; influenza NS1A: -5%

How did COC(=O)CCC(=O)Nc1ccccc1C(=O)Nc1ccccc1 do in these assays?
PhoP GFP inhibition: 0%; inhibitors of VEEV: inactive; M. tuberculosis HTS: -3%; tuberculosis growth: -10%; influenza NS1A: -10%

What do the screens show for `O=C(Nc1ccccc1O)c1ccc2c(c1)C(=O)N(c1ccccc1)C2=O`?
PhoP GFP inhibition: -2%; inhibitors of VEEV: 0.3%; M. tuberculosis HTS: -1%; tuberculosis growth: -10%; influenza NS1A: -3%

Results for COc1ccc2c(CCNC(=O)c3ccc([N+](=O)[O-])cc3)c[nH]c2c1 ?
PhoP GFP inhibition: -5%; inhibitors of VEEV: 0.2%; M. tuberculosis HTS: 3%; tuberculosis growth: -2%; influenza NS1A: 10%

Results for O=c1ccc2ccccc2o1 ?
PhoP GFP inhibition: -6%; inhibitors of VEEV: 1.3%; M. tuberculosis HTS: 4%; tuberculosis growth: 9%; influenza NS1A: 4%

How did CCOC(=O)c1cc2c(nc1NC(=S)Nc1ccccc1)CC(C)(CC)OC2 (stereo unspecified) do in these assays?
PhoP GFP inhibition: -1%; inhibitors of VEEV: 0.3%; M. tuberculosis HTS: -8%; tuberculosis growth: -9%; influenza NS1A: -3%

How did Cn1c(=O)oc2cc(S(=O)(=O)N3CCCC(C(=O)N4CCc5ccccc5C4)C3)ccc21 (stereo unspecified) do in these assays?
inhibitors of VEEV: 7.7%; M. tuberculosis HTS: -10%; influenza NS1A: -2%

Results for Cc1cccc(OCC2Cn3c(nc4c3c(=O)[nH]c(=O)n4C)O2)c1 (stereo unspecified) ?
PhoP GFP inhibition: 0%; inhibitors of VEEV: 0.9%; M. tuberculosis HTS: 1%; tuberculosis growth: 2%; influenza NS1A: -26%

How did O=C(CNC(=O)c1ccccc1)N/N=C/c1cn[nH]c1-c1ccccc1 do in these assays?
PhoP GFP inhibition: 21%; inhibitors of VEEV: 2.1%; M. tuberculosis HTS: 1%; tuberculosis growth: 1%; influenza NS1A: -8%

Results for Cc1ccc(-c2nnc(SCC(=O)NC3CCCC3)n2N)cc1 ?
inhibitors of VEEV: 3.7%; M. tuberculosis HTS: 3%; tuberculosis growth: 10%; influenza NS1A: 2%

Grouped by structure: the entries above containing a halogen
How did Cc1nc(-c2ccc(NC(=O)c3ccc(Br)o3)cc2)cs1 do in these assays?
PhoP GFP inhibition: -5%; inhibitors of VEEV: 1.7%; M. tuberculosis HTS: 64%; tuberculosis growth: inconclusive; influenza NS1A: 2%

Results for Cc1cccnc1NC(=O)c1cccc(S(=O)(=O)N2CCN(c3ccc(F)cc3)CC2)c1 ?
PhoP GFP inhibition: 0%; inhibitors of VEEV: 1.4%; M. tuberculosis HTS: -2%; tuberculosis growth: 23%; influenza NS1A: -3%

(more compounds)
What do the screens show for `CC1CCN(CCOCCSc2ccc(Cl)cc2)CC1`?
PhoP GFP inhibition: -7%; inhibitors of VEEV: 0.9%; M. tuberculosis HTS: -2%; tuberculosis growth: inactive; influenza NS1A: 6%; inhibitors of VEEV 10K pilot screen: 0.0

Results for CC(C)(C)c1ccc(CCC2OCC(C[N+]3(C)CCOCC3)O2)cc1 (stereo unspecified) ?
PhoP GFP inhibition: 5%; inhibitors of VEEV: inactive; M. tuberculosis HTS: -4%; tuberculosis growth: 39%

How did C#CCNC(=O)C1=C[C@@H](c2ccc(Br)cc2)C[C@@H](OCCCCO)O1 do in these assays?
PhoP GFP inhibition: 5%; inhibitors of VEEV: 0.4%; M. tuberculosis HTS: -3%; tuberculosis growth: 14%; influenza NS1A: -3%

What do the screens show for `Cc1ccccc1NS(=O)(=O)c1cc(C(=O)NCCC2=CCCCC2)ccc1Cl`?
PhoP GFP inhibition: 2%; inhibitors of VEEV: inactive; M. tuberculosis HTS: -6%; tuberculosis growth: 10%; influenza NS1A: -6%

How did O=C1/C(=C/c2ccco2)CCc2ccccc21 do in these assays?
PhoP GFP inhibition: -2%; inhibitors of VEEV: 0.1%; M. tuberculosis HTS: 10%; tuberculosis growth: 34%; influenza NS1A: 1%

Results for NS(=O)(=O)c1ccc(NC(=O)NC2CC(=O)N(c3ccc4c(c3)OCCO4)C2)cc1 (stereo unspecified) ?
PhoP GFP inhibition: 10%; inhibitors of VEEV: 0.6%; M. tuberculosis HTS: 4%; tuberculosis growth: -5%; influenza NS1A: -15%

What do the screens show for `O=C1c2ccccc2NC(c2ccco2)N1/N=C/c1ccco1` (stereo unspecified)?
PhoP GFP inhibition: 9%; inhibitors of VEEV: 0.7%; M. tuberculosis HTS: -2%; tuberculosis growth: 1%; influenza NS1A: 14%; inhibitors of VEEV 10K pilot screen: 0.4

Results for COC(=O)c1ccccc1NC(=O)c1cc(-c2ccc(O)cc2)on1 ?
PhoP GFP inhibition: -2%; inhibitors of VEEV: 1.6%; M. tuberculosis HTS: 11%; tuberculosis growth: 25%; influenza NS1A: 11%

What do the screens show for `CCOC(=O)CSc1ccc(S(=O)(=O)N2CCCCC2)cc1[N+](=O)[O-]`?
PhoP GFP inhibition: 5%; inhibitors of VEEV: inactive; M. tuberculosis HTS: -1%; tuberculosis growth: 49%; influenza NS1A: 4%

How did CCC(C)(C)n1nnnc1CN(Cc1ccco1)Cc1cc2cc3c(cc2[nH]c1=O)OCO3 do in these assays?
PhoP GFP inhibition: 3%; inhibitors of VEEV: 9.3%; M. tuberculosis HTS: 0%; tuberculosis growth: 12%; influenza NS1A: -12%

How did CCN(CC)CCN=C1CCCc2ccccc2N1 do in these assays?
PhoP GFP inhibition: -12%; inhibitors of VEEV: 0.2%; M. tuberculosis HTS: -2%; tuberculosis growth: -2%; influenza NS1A: 2%

Results for CC(Oc1cc(C(F)(F)F)cc(C(F)(F)F)c1)C(=O)NC(N)=O (stereo unspecified) ?
PhoP GFP inhibition: 11%; inhibitors of VEEV: 0.7%; M. tuberculosis HTS: -6%; tuberculosis growth: -3%; influenza NS1A: 16%

What do the screens show for `COc1ccc(Cl)cc1NC(=O)CN(C)C(=O)CNC(=O)C12CC3CC(CC(C3)C1)C2`?
PhoP GFP inhibition: 13%; inhibitors of VEEV: 0.3%; M. tuberculosis HTS: 0%; tuberculosis growth: 14%; influenza NS1A: -1%

Screens from PubChem.

Outcome played no part in choosing rows; about 1.6% have a hit in one of these screens.
